# Bioassay records from PubChem BioAssay.
# NPR2 activator: GC-B (human) receptor activation; P20594; HEK293-GC-B cells, CNP EC30, cGMP TR-FRET; 0% at EC30 CNP, 100% saturating CNP; activation, % at 10 µM; 370,000 compounds, 0.11% hits; AID 1920062;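 active = activation at 10 µM reaching about 35% in either raw or pattern-adjusted values, limit read from the data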
# hcDAF12 agonist: H. contortus DAF-12 activation, primary screen; HEK293 hcDAF-12 lit1-tk-luc reporter, luminescence; 0% DMSO, 100% Δ7-dafachronic acid; activation, % at 6.8 µM; 370,000 compounds, 1.4% hits; AID 652067;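 active = activation above the mean of all tested compounds plus 3 SD, cut at about 5.5% in these data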;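 note: 100% = response to 3 µM Δ7-dafachronic acid high control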
# sPLA2-III inh: Inhibits HGIII-sPLA2 liposome hydrolysis, primary screen; 370,000 compounds, 0.56% hits; Q9NZ20; AID 743126; QFRET BODIPY PC-A2 liposome hydrolysis, fluorescence; inhibition, % at 12.2 µM;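 active = inhibition above mean plus 3 SD of compounds lying within the high and low control bounds, cut at about 19% in these data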;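 note: 0% = median of test compound wells and 100% = no enzyme DMSO wells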
# Target sequence (Q9NZ20 whole entry, looked up): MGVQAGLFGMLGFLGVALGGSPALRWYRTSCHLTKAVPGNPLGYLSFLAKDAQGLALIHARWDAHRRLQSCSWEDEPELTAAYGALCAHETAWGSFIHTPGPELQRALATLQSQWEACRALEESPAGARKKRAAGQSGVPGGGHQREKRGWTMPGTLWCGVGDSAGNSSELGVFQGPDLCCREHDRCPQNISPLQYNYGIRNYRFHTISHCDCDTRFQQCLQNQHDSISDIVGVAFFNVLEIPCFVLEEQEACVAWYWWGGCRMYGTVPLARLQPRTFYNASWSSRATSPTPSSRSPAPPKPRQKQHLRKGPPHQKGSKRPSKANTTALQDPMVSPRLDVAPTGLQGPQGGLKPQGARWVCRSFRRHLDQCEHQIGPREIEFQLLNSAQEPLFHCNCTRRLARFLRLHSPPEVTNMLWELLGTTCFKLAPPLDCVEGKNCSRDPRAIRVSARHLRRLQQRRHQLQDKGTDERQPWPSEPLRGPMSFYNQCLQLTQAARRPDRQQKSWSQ
# NPR1 activator: GC-A (human) enzyme activation. activation, % at 10 µM. HEK293 GC-A cells, cGMP TR-FRET, EC30 ANP; 0% at EC30 ANP, 100% saturating ANP. P16066. 370,000 compounds, 0.14% hits. AID 1671463; in the data active = activation above about 40%
# proKLK7 act: activates the human kallikrein-7 zymogen. 370,000 compounds, 0.9% hits. AID 652039. purified proKLK7, EDANS-DABCYL substrate fluorescence; 100% is mature enzyme control, 0% vehicle. activation, % at 7 µM. P49862;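 active = activation above the mean of all tested compounds plus 3 SD, computed per campaign excluding outliers beyond control limits, cut at about 13% in these data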
# Target sequence (P49862 whole entry, looked up): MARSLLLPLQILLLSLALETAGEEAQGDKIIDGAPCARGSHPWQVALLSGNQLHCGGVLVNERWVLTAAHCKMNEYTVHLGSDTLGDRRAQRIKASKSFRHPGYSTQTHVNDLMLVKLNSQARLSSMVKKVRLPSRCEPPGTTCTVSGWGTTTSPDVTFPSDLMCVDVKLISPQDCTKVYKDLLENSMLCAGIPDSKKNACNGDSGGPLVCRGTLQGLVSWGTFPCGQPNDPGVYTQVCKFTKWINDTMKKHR
# hgDAF12 agonist: agonists of H. glycines DAF-12 nuclear receptor; HEK293 GAL4-hgDAF12 UAS-luciferase reporter, agonist luminescence; normalized to butyrate control; activation, % at 6.8 µM; 370,000 compounds, 1.8% hits; AID 687014;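 active = activation above a cutoff set at the mean of all screened compounds plus 3 SD, cut at about 10% in these data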;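 note: 0% = DMSO wells and 100% = sodium butyrate wells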
# ssDAF12 agonist: activators of S. stercoralis DAF-12 nuclear receptor | activation, % at 6.8 µM | 370,000 compounds, 1% hits | HEK293 ssDAF-12/GRIP1 lit1-tk-luc reporter, luminescence; % of 3 µM dafachronic acid response;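 active = activation above the mean over all tested compounds plus 3 SD, cut at about 0.9% in these data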;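 note: 0% = DMSO-only wells and 100% = 3 µM delta7-dafachronic acid wells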
# FXN GAA850 act: increases GAA850 frataxin promoter reporter activity; 360,000 compounds, 0.56% hits; HEK293 lucGAA850 FXN promoter luciferase reporter, 24 h; percent of 10 µM SAHA response; activation, % at 6 µM;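 active = activation above the average of all compounds screened plus 3 SD, cutoff fixed separately per campaign, cut at about 7.5% in these data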;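 note: 0% = DMSO wells and 100% = 10 µM SAHA wells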
# DAX1 inh-1: inhibitors of DAX1 repression of SF-1 activated StAR promoter; HEK293T StAR-luciferase reporter, SF-1/DAX-1 repression relief; 370,000 compounds, 1.1% hits; AID 652010; inhibition, % at 6.8 µM;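 active = inhibition above the mean over all tested compounds plus 3 SD, cut at about 3.6% in these data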;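 note: 0% = DAX-1 cells with DMSO and 100% = cells lacking DAX-1 with DMSO; higher inhibition means more luminescence from relief of DAX-1 repression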
# SMARCA2 act: SMARCA2 function activation, primary screen. MG213 cells, MMTV-luciferase reporter, dexamethasone, overnight. activation, % at 9.1 µM. 370,000 compounds, 1% hits; in the data active = activation above about 7.8%;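 note: 0% = vehicle wells and 100% = reference activator wells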
# DAX1 inh-2: inhibitors of human orphan nuclear receptor DAX1 (NR0B1) | P51843 | HEK293 Gal4-DAX1 luciferase reporter, luminescence | inhibition, % at 6.75 µM | 340,000 compounds, 0.99% hits | AID 504766;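 active = inhibition above the mean over all tested compounds plus 3 SD, cut at about 4.2% in these data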;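 note: 0% = DAX1-transfected cells with DMSO and 100% = empty-vector control cells with DMSO; inhibition shows as a rise in luminescence from relieved DAX1 repression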
# Target sequence (P51843 207-470 limits assumed): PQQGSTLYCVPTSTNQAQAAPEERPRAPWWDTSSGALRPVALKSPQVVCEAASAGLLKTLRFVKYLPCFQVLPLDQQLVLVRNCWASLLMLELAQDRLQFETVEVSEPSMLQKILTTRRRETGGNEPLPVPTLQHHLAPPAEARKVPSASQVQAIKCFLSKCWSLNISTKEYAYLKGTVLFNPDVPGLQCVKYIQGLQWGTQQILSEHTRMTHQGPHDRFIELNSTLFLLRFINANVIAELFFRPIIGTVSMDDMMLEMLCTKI
# Numbers without * were called inactive; x = not tested or not shown.
SMILES,NPR2 activator,hcDAF12 agonist,sPLA2-III inh,NPR1 activator,proKLK7 act,hgDAF12 agonist,ssDAF12 agonist,FXN GAA850 act,DAX1 inh-1,SMARCA2 act,DAX1 inh-2
CC(CCN1CCC(C(O)(c2ccccc2)c2ccccc2)CC1)Oc1ccc(C#N)cc1F (configuration not stated),-20.7,6.0*,-11.7,-19.7,0.1,-3.2,-1.2,x,0.2,0.6,x
Cc1ccc(S(=O)(=O)NC(C(=O)Oc2ccc3c(C(F)(F)F)cc(=O)oc3c2)c2ccccc2)cc1 (configuration not stated),0.3,-0.5,-21.0,20.3,47.8*,0.4,-1.4,2.3,-0.7,-2.1,-1.7
COc1ccc(CCNC(=O)COC(=O)Cn2cnc3c2c(=O)n(C)c(=O)n3C)cc1,-3.7,0.6,-8.4,-1.1,-1.0,-1.7,-0.3,0.0,3.1,-1.6,-0.5
COc1ccc(NC(=O)c2ncn[nH]2)cc1,-0.4,-0.6,0.1,-3.0,-0.2,1.4,-0.2,-0.4,0.2,-1.6,0.3
O=C(OC12CCCN(C1)/C(=C/c1ccccc1)C2)c1ccc(Cl)cc1 (configuration not stated),5.3,-0.6,-5.5,0.3,0.1,0.8,-1.1,x,-0.7,-1.2,x
COc1ccc(-n2nc(C(=O)NCC(=O)N3CCN(c4ccccn4)CC3)c3ccccc3c2=O)cc1Cl,-1.0,-1.8,1.1,-1.4,-0.2,-0.5,-1.4,0.0,0.8,3.9,-0.6
COc1ccccc1C(=O)OCC(=O)Nc1ccc(Cl)cn1,-3.7,0.8,-1.5,5.4,0.4,0.4,-1.1,-0.2,-0.5,0.4,-0.7
Cn1nnc(NC(=S)NC(=O)c2ccccc2)n1,6.0,1.2,10.2,-2.2,0.7,6.5,-1.5,-0.5,0.4,-1.6,0.5
NC(c1ccccc1)c1csc(Nc2ccc(C(=O)NCCO)cc2)n1 (configuration not stated),5.9,0.1,3.2,0.9,0.8,-0.5,-1.1,-0.9,-0.5,-1.1,x
COc1ccc(S(=O)(=O)Nc2c(NC3CCCCC3)c3ccccc3oc2=O)cc1Cl,-1.9,0.2,-9.9,-1.9,-0.3,-0.8,-0.7,2.2,1.9,-1.9,-0.6
COc1ccc(NC(=O)c2cc(-c3cc(C)cs3)[nH]n2)cc1OC,-5.2,1.0,-1.1,-0.9,0.3,-2.5,-1.1,-1.0,0.6,1.3,x
O=C(NCCN1CCCC1)c1ccccc1Cl,4.9,-0.7,2.4,1.6,0.1,-1.1,-0.5,-0.2,-0.3,4.8,1.7
CC1CCCCN1C(=O)COc1ccc(S(=O)(=O)N2CCCC2)cc1[N+](=O)[O-] (configuration not stated),6.4,0.5,8.7,-3.7,0.3,2.1,-0.8,-1.0,-1.1,-2.1,-1.0
O=C(Nc1ccccc1F)c1nc[nH]c1C(=O)NCc1ccccc1,-0.7,-0.1,-23.6,1.0,0.0,3.6,-1.3,-0.1,-1.1,-1.2,-0.5
O=C(O)/C(=C\c1cn(-c2ccccc2)nc1-c1cccnc1)NC(=O)c1ccccc1,3.1,0.3,-1.0,-2.9,0.5,0.1,-1.0,0.9,1.2,-1.6,0.7
CC(C)N(CCn1c(SCC(=O)Nc2cccnc2Cl)nc2ccccc2c1=O)C(C)C,-0.1,-0.9,-3.7,0.4,0.1,1.9,-0.5,0.5,2.7,-2.7,0.1
C[C@H](CO)N1C[C@H](C)[C@@H](CN(C)C(=O)c2ccc3c(c2)OCO3)Oc2cc(/C=C/c3ccccc3)ccc2S1(=O)=O,1.3,-1.6,-15.8,0.8,-2.8,-5.2,-1.0,-7.4,-2.8,-4.4,1.1
CNS(=O)(=O)c1ccc(NC(=O)c2cnn3c(C(F)F)cc(-c4ccccc4)nc23)cc1,2.5,-1.9,1.7,7.3,0.6,2.7,-1.1,1.9,-0.3,-0.1,0.9
O=C1CCc2cc(NS(=O)(=O)c3cc(F)ccc3F)cc3c2N1CC3,-3.4,0.4,-0.1,0.1,-0.1,3.0,-0.8,1.7,1.3,-1.7,-0.2
COc1ccc(NC(=O)c2ccc(N3CCCC3=O)cc2)cc1Cl,-3.9,-1.4,5.7,-2.6,-0.3,-0.3,-1.6,1.4,-0.5,-2.0,-0.2
CCc1c(Nc2ccccc2Cl)nc(N)[nH]c1=O,2.0,0.2,5.2,5.8,0.4,-0.6,-0.9,-1.0,-0.9,0.2,-0.8
C=C(C)c1cccc(C(C)(C)NC(=O)NCC2COCCO2)c1 (configuration not stated),6.9,-0.4,1.1,2.6,-0.1,-1.6,-1.0,-1.2,0.4,-1.4,0.2
CC1CCCN(S(=O)(=O)c2ccc(S(=O)(=O)N3CCC4(CC3)OCCO4)cc2)C1 (configuration not stated),2.5,1.7,3.9,4.1,0.2,3.3,0.2,0.1,-0.1,-2.5,-1.6
CCOC(=O)c1c(CSC(=N)N)n(-c2ccccc2)c2cc(Br)c(OC(C)=O)cc12,-22.5,-1.1,44.1*,-28.7,-0.2,-1.1,-0.7,10.1*,0.9,-0.9,4.3*
Cc1cc(C)cc(NC(=O)C2CCCN(c3ncccn3)C2)c1 (configuration not stated),-2.6,-0.9,0.0,-1.8,-0.2,0.2,-0.9,1.4,-0.1,-0.6,0.4
Cc1nc2ccccc2n1CC(=O)NC1CCCCCC1,8.6,-2.2,-0.8,-2.2,0.1,-3.2,-2.3,1.6,-0.7,1.3,-1.6
COC(=O)[C@@]12CCCN1[C@H](c1ccc(-c3ccc(OC)cc3)cc1)[C@@H]1C(=O)N(C)C(=O)[C@@H]12,-0.2,-1.8,-14.8,4.0,-4.7,-0.4,-1.8,-0.9,-0.7,-0.5,-1.3
COc1ccc(NCc2ccccc2[N+](=O)[O-])cc1OC,-4.8,-0.4,0.8,-0.9,-0.6,-0.5,-0.4,1.2,-0.5,-2.0,1.2
COc1ccc(Cn2nnnc2C(CC(C)C)N2CCC(C(N)=O)CC2)cc1 (configuration not stated),0.9,-0.6,-1.7,-0.1,-0.1,2.3,-1.1,0.6,0.2,-2.1,-0.4
Cc1ccc(CNC(=O)CSc2nc3ccsc3c(=O)n2Cc2ccc(C(=O)O)cc2)cc1,-1.6,-1.3,-4.9,-2.3,0.3,-1.4,-1.4,1.1,0.3,2.4,0.6
CON(C)S(=O)(=O)c1cccc(C(=O)NC2CCSc3ccccc32)c1 (configuration not stated),0.8,-0.7,-7.5,-1.1,0.4,2.7,-0.6,0.6,-0.5,0.2,-1.1
COc1cc(S(=O)(=O)NC(Cc2c[nH]c3ccccc23)C(=O)O)ccc1NC(C)=O (configuration not stated),2.0,0.7,-1.8,1.8,-0.3,2.3,-0.9,0.6,0.2,0.5,1.7
Cc1cc(C)cc(OCC(=O)NN2C(=O)c3ccccc3C2=O)c1,1.0,3.0,-2.3,-0.5,0.0,2.0,-1.5,-0.7,0.1,-0.7,-0.3
O=C(NCc1ccccc1)/C(NC(=O)c1ccccc1)=C(/Sc1ccccn1)c1ccccc1,-0.6,-1.1,0.6,-4.4,0.0,-1.1,-1.4,-2.4,-0.2,-1.1,-0.6
COCCCNc1c2c(nc3ccccc13)CCC2,-1.8,0.0,-2.6,5.5,-0.2,0.8,-0.9,-1.9,0.5,1.3,0.3
COc1ccc(Cn2c(=O)cc(C)[nH]c2=S)cc1,-1.8,0.9,1.4,2.2,0.1,-2.8,-1.2,1.0,0.0,4.3,4.4*
O=C(CCCN1C(=O)/C(=C/c2cccc(Br)c2)SC1=S)N1CCOCC1,-5.3,-0.8,1.5,-3.1,0.1,0.2,-0.7,-0.4,0.2,-1.4,-0.6
O=C(Nc1ccccc1)c1ccc(NCc2ccco2)c(S(=O)(=O)N2CCOCC2)c1,2.4,-3.1,-7.1,1.3,0.4,-1.9,-1.1,-2.1,-0.1,-9.7,0.6
COc1ccc(NC(=O)C2CC(=O)N(c3ccc(C)cc3)C2)cc1S(=O)(=O)N1CCCCC1 (configuration not stated),2.5,1.3,8.9,2.1,0.4,1.1,-1.4,-0.1,-0.4,-1.4,2.6
CCOC(=O)CC1(NC(=O)C2CCC(=O)N(C3CC3)C2)CCCCC1 (configuration not stated),7.6,-1.1,-1.4,2.7,-0.3,1.1,-0.7,1.4,0.0,-0.9,-0.4
O=C(c1ccccc1Cc1ccccc1)N1CCN(S(=O)(=O)c2ccccc2[N+](=O)[O-])CC1,2.3,-2.9,-3.7,-3.1,0.1,-1.7,-0.3,-1.2,-0.1,-3.3,-0.3
CN(CCC#N)C(=O)COC(=O)c1ccc(Cl)cc1O,1.8,-1.0,8.2,3.0,-0.2,0.9,-1.4,2.6,-0.1,-2.7,-0.9
O=C(O)CSc1ncnc2scc(-c3ccccc3)c12,0.0,-1.0,-0.9,6.4,0.0,4.4,-1.1,2.2,-0.1,0.1,1.8
CN(CC(=O)Nc1cccc(F)c1)C(=O)CN1C(=O)NC2(CCCC2)C1=O,0.0,-0.7,4.3,2.6,-0.6,3.0,-0.4,0.8,0.7,-2.7,0.6
Cc1cccc(NC2=C(Cl)C(=O)OC2OC(=O)c2ccco2)c1 (configuration not stated),10.9,-1.0,-14.5,6.1,0.0,-2.8,-1.1,1.1,-0.4,0.3,1.0
CC(Sc1nnc(C2CC2)n1N)C(=O)NC1CCCCC1C (configuration not stated),1.6,1.8,0.0,-2.0,0.2,0.1,-0.2,-1.5,0.4,-2.1,0.5
O=C(c1ccc2[nH]c(=O)c(=O)[nH]c2c1)N1CCc2ccccc21,21.9,1.5,-0.4,14.7,0.9,0.4,-0.1,0.1,0.2,-3.2,1.5
O=C(O)c1ccccc1/C=N/Nc1ccc(S(=O)(=O)N2CCCC2)cc1[N+](=O)[O-],2.0,-0.7,1.9,-3.0,0.2,0.4,-1.2,2.9,0.2,-2.2,2.1
O=C(NCCCn1ccnc1)C(F)(F)C(F)(F)C(=O)NCCCn1ccnc1,-3.6,-0.8,-6.4,-2.5,0.8,2.0,-1.2,-1.6,0.2,0.1,-0.1
C[C@@H]1CN([C@@H](C)CO)C(=O)CCCn2nncc2CO[C@H]1CN(C)S(=O)(=O)c1ccc2ccccc2c1,1.9,-1.0,12.5,-0.6,-1.0,-2.6,-1.0,0.7,1.2,-2.8,0.3
COc1ccccc1/C=C/C=N/n1c(-c2ccc(C)cc2)n[nH]c1=S,-2.5,-0.3,-7.2,-2.3,-2.0,0.4,-0.7,2.3,0.4,-4.6,0.4
COc1c2ccoc2c(OC)c2oc(=O)ccc12,-1.3,-2.7,10.1,-2.8,-0.2,3.8,-1.7,0.5,-0.1,0.9,-1.0
COc1cc(S(=O)(=O)N2CCOCC2)c(OC)c(S(=O)(=O)N2CCOCC2)c1,2.2,-1.2,8.0,0.2,0.5,-1.6,-1.5,-1.0,0.7,-2.7,-0.2
CC(=O)NC1c2ccccc2C(=O)N1Cc1ccccc1 (configuration not stated),7.5,-1.1,13.6,1.1,-0.3,0.3,-0.9,2.5,0.1,-2.7,2.0
